AGP1-GFP MLPCN – modulators of TOR pathway AGP1-GFP in S. cerevisiae; GFP response vs DMSO, % at 10 µM; S. cerevisiae AGP1-GFP multiplex flow cytometry, 3 h; GFP as percent of DMSO wells; actives 0.02% (n = 320,000);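 active means GFP response relative to DMSO above a set limit, near screen average plus 3 SD, cut at about 150% in these data; inconclusive means fewer than 70 cells counted for the yeast strain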;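 further: median GFP channel fluorescence of the gated AGP1 strain per well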
GLD-1 TGE inh – GLD-1-TGE RNA interaction inhibition (C. elegans); purified GLD-1 + fluorescein TGE RNA, fluorescence polarization; inhibition, % at 5.96 µM; actives 0.44% (n = 320,000);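 active means percent inhibition above a per-plate cutoff, the plate mean of test compounds plus 3 SD, cut at about 30% in these data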;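 further: 0% = DMSO wells with GLD-1 and probe and 100% = wells lacking GLD-1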
Target sequence (Q17339 whole entry, looked up): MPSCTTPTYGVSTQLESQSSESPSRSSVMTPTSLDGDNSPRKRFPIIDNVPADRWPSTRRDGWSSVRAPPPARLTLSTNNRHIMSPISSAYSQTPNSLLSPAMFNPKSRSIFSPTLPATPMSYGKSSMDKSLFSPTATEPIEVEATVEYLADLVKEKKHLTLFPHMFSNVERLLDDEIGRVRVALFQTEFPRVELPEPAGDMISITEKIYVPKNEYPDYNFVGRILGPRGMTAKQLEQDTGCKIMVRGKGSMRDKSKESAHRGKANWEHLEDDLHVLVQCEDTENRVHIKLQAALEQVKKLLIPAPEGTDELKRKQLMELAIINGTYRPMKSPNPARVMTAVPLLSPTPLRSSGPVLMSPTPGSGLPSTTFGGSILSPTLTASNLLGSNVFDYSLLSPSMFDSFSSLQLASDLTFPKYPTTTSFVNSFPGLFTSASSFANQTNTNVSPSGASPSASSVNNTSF
MCL1-BIM inh – MCL1-BIM-BH3 interaction inhibition (human). Q07820. GST-MCL1 / FITC-Bim-BH3 fluorescence polarization. inhibition, % at 10.9 µM. actives 0.68% (n = 320,000);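 active means inhibition above the mean inhibition of all tested compounds plus 3 SD, set per campaign, cut at about 40% in these data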;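 further: 0% = DMSO wells and 100% = unlabeled Bim-BH3 peptide control; higher means more loss of mP so more displacement of Bim peptide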
Target sequence (Q07820 whole entry, looked up): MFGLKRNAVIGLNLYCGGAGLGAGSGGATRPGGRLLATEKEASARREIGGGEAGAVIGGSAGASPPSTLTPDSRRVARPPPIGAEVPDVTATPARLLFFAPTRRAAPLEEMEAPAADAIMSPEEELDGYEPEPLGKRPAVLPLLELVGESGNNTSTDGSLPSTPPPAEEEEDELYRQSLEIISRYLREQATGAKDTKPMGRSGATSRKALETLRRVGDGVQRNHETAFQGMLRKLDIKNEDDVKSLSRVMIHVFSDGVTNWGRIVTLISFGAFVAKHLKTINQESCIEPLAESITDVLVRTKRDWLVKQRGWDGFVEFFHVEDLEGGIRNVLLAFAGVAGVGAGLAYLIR
Bcl-xL primary – blocks human Bcl-xL binding to Bim BH3 peptide; Q07817; GST-Bcl-xL / FITC-Bim BH3 peptide fluorescence polarization; inhibition, % at 10.9 µM; actives 0.7% (n = 320,000);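 active means inhibition above the mean of all tested compounds plus 3 SD, cutoff set per campaign, cut at about 30% in these data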;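 further: 0% = DMSO wells and 100% = unlabeled Bim-BH3 peptide competitor; inhibitors lower millipolarization by displacing the labeled peptide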
Target sequence (Q07817 whole entry, looked up): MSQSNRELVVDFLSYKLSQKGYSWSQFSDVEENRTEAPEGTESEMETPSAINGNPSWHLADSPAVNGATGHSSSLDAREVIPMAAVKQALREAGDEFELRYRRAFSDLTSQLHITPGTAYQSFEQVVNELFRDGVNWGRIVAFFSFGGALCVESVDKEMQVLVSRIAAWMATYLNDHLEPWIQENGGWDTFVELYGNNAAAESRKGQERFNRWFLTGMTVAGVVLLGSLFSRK
GRK2 aptamer HTS – inhibitors of human GRK2 displacing RNA aptamer; P25098; bead flow cytometry, FAM-aptamer displacement from GRK2; actives 0.59% (n = 330,000); inhibition of aptamer binding, % at 10 µM; AID 488847;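 active means inhibition of aptamer binding above 40%, roughly 3 SD of noise, on plates passing a quality check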;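 further: median bead fluorescence of bound FAM aptamer so fluorescent compounds give negative values; no value below 0 was filed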
Fam108B counter – counter-screen for RBBP9 inhibitors: inhibitors of mouse Fam108B. inhibition, % at 9.51 µM. recombinant Fam108B, FP-Rh probe fluorescence polarization. actives 0.33% (n = 300,000). AID 1947;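 active means inhibition above the screen mean inhibition plus 3 SD, computed separately per campaign, cut at about 18% in these data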;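 further: inhibitors lower polarization as less probe binds the enzyme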
MEX-5 binding – C. elegans MEX-5 TCR-2 RNA binding activity; MEX-5/FITC-TCR2 RNA binding, fluorescence polarization; active compounds read low; activity score (negative = inhibition of binding), % at 10 µM; actives 0.38% (n = 300,000); AID 1832;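 active means inhibition past about -25% in most replicates, and total fluorescence under double the plate's negative control median, limit read from the data; inconclusive means replicates evenly split on the limit, or fluorescence at least double controls; inactive means too little inhibition in most replicates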;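 further: 0% = DMSO and -100% = 5 µM competing unlabeled TCR2 RNA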
CIT2-GFP yeast – alters CIT2-GFP fluorescence in TOR pathway yeast screen; S. cerevisiae CIT2-GFP strain, flow cytometry, 3 h; 100 means same as DMSO wells; GFP response vs DMSO, % at 10 µM; actives 0.065% (n = 320,000); AID 2029;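 active means GFP response relative to DMSO above a set limit, near the screen mean plus 3 SD, cut at about 150% in these data; inconclusive means Fewer than 70 cells measured for a yeast strain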;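 further: ratio of well median GFP fluorescence to mean of DMSO wells on the plate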
VLA-4 inh – inhibition in a human VLA-4 binding assay; VLA-4 expressing cells, ligand binding flow cytometry; inhibition, % (about 7 µM as worked out from the volumes in the protocol); actives 0.2% (n = 330,000); AID 2557; in the data active means inhibition above about 50%
The depositor's hits bear a star; i = inactive; ? = inconclusive; . = no result given; [ ] = another dose, or the depositor's remark.

Fields: AGP1-GFP MLPCN | GLD-1 TGE inh | MCL1-BIM inh | Bcl-xL primary | GRK2 aptamer HTS | Fam108B counter | MEX-5 binding | CIT2-GFP yeast | VLA-4 inh
[1] CC(=O)c1cc(C#N)c(SCc2ccc(F)cc2)nc1C
→ 93 | -8 | 10 | 5 | 5 | 8 | 0.4 | 97 | -7
[2] COc1cccc(NC(=O)NCc2cccn2C)c1
→ 100 | -3 | -2 | 6 | 0 | -2 | 3.4 | 111 | 5
[3] CCC(C)[C@H](NC(=O)[C@@H]1Cc2c([nH]c3ccccc23)C2c3ccccc3C(=O)N21)C(=O)NCC1CCCO1 (stereo partly specified)
→ 102 | 10 | 14 | 13 | 4 | -4 | 1.7 | 96 | -8
[4] O=C(OCC1COc2ccccc2O1)c1c(F)cccc1F (stereo unspecified)
→ 102 | -2 | -5 | 2 | 0 | -1 | -1.4 | 90 | 11
[5] O=C1NCCN1CCNS(=O)(=O)c1ccc2ccccc2c1
→ 105 | -4 | -1 | -2 | 0 | -1 | -1.0 | 115 | 9
[6] CCOc1ccccc1-n1nnnc1SCC(=O)Nc1cc2oc3ccccc3c2cc1OC
→ 96 | 6 | 0 | 2 | 0 | -3 | 0.9 | 94 | 13
[7] O=[N+]([O-])/C(=C\Nc1ccccc1Cl)S(=O)(=O)c1ccccc1
→ 102 | 4 | 4 | 9 | 0 | -2 | . | 105 | 14
[8] CCCCN(C(=O)c1c(C)[nH]c(C(=O)OCC)c1C)c1ccccc1
→ 99 | 16 | 19 | 5 | 1 | 3 | 1.7 | 98 | 4
[9] COc1ccc(C(=O)NC(=S)Nc2ccc(N3CCOCC3)c(Cl)c2)cc1[N+](=O)[O-]
→ 96 | 1 | 14 | 9 | 0 | -6 | -0.4 | 101 | -9
[10] COc1ccc(CN(C(=O)CN2C(=O)c3ccccc3S2(=O)=O)C(C(=O)NCC2CCCO2)c2ccco2)cc1 (stereo unspecified)
→ 95 | 3 | -3 | 1 | 5 | 3 | -1.5 | 96 | 8
[11] COc1ccc(C(=O)NNC(=O)c2cc3cccc(OC)c3oc2=O)cc1
→ 107 | 0 | 11 | 5 | 0 | 0 | -2.5 | 98 | 3
[12] COc1cc(OC)nc(/N=C/NO)n1
→ 97 | 0 | 5 | 6 | 3 | 0 | 0.1 | 98 | 6
[13] COC(=O)c1nn(C23CC4CC(CC(C4)C2)C3)c2c1C(=O)N(c1ccc(F)cc1)C2=O
→ 106 | -1 | 4 | 3 | 0 | -2 | 1.8 | 103 | 9
[14] COc1ccc(CCN2C(=O)C3C4CC(C5C(C(=O)N/N=C\c6ccc(Cl)cc6)=NOC45)C3C2=O)cc1OC (stereo unspecified)
→ 94 | 3 | 11 | 0 | 0 | -4 | 0.0 | 92 | 2
[15] Cc1ccc(NC(=O)c2ccc(Cl)c(NC(=O)c3cccs3)c2)cc1
→ 92 | 7 | 2 | 6 | 0 | -16 | 0.7 | 82 | 7
[16] COC(=O)/C=C/CC(C)OS(N)(=O)=O (stereo unspecified)
→ 84 | 2 | 8 | 8 | 1 | -1 | 3.4 | 93 | 0
[17] C=CCOC(=O)C1=C[C@@H](c2ccc(Br)cc2)C[C@@H](OCc2ccc(CO)cc2)O1
→ . | 4 | -7 | 0 | . | 0 | 0.3 | . | .
[18] CCN(CC)C(=O)CSc1nc(O)c(Cc2ccccc2)c(=O)n1-c1ccccc1C
→ . | 3 | 3 | 3 | 3 | 0 | -2.7 | . | 6
[19] CCn1c(SCC(=O)NCc2cccs2)nnc1-c1ccco1
→ 104 | 1 | 4 | 4 | 0 | -6 | 2.4 | 105 | 6
[20] CCOC(=O)C1=C(COc2ccc(F)cc2Cl)NC(=O)NC1c1cc(C)ccc1C (stereo unspecified)
→ 108 | 0 | -7 | -3 | 1 | -2 | 1.1 | 99 | 7
[21] COc1ccccc1-c1cn[nH]c1-c1ccc(OCc2ccccc2)cc1O
→ 98 | 10 | -2 | -1 | 3 | -2 | 0.8 | 90 | -2
[22] O=C(c1ccc(F)c(S(=O)(=O)N2CCOCC2)c1)N(c1ccccc1)c1ccccn1
→ 100 | -6 | -8 | 0 | 0 | 3 | -0.8 | 97 | 6
[23] CCOC(=O)C1CCCN(C(=O)C2CCN(S(=O)(=O)c3cccs3)CC2)C1 (stereo unspecified)
→ 18[may fluoresce violet] | 2 | 2 | 1 | 0 | 2 | -0.3 | ? | 7
[24] COc1ccccc1CNCC(=O)Nc1ccc(C(F)(F)F)cc1
→ 106 | 1 | 1 | -2 | 0 | -1 | 0.9 | 103 | 4
[25] Cc1cc(C(=O)Nc2ccc(S(=O)(=O)Nc3onc(C)c3C)cc2)cs1
→ 100 | -1 | 8 | 7 | 28 | 2 | 1.4 | 92 | -11
[26] CCOC(=O)c1c(NC(=O)CSc2nc3ccccc3c(=O)n2-c2ccccc2)sc(C(C)=O)c1C
→ 107 | 2 | 1 | -5 | 2 | -1 | -2.4 | 98 | -6
[27] CC(C)NS(=O)(=O)c1ccc(CCC(=O)N2CCC(C(N)=O)CC2)cc1
→ 102 | 3 | 2 | 1 | 0 | 1 | -0.7 | 100 | 5
[28] Cc1cccc(NC(=S)N2CCN(c3ccc(F)cc3)CC2)c1
→ 109 | 7 | 6 | 1 | 4 | 1 | 0.7 | 109 | 10
[29] O=C(NN1C(=O)C2C(C1=O)C1C=CC2C12CC2)c1cccnc1 (stereo unspecified)
→ 96 | 7 | 7 | 4 | 0 | 1 | -0.6 | 75 | 13
[30] CCN(CC)S(=O)(=O)c1ccc2c(c1)nc(CCC(=O)Nc1cccc(C(F)(F)F)c1)n2CC
→ 110 | 6 | -1 | -1 | 0 | -8 | -0.6 | 113 | 13
[31] O=C1CSC(c2ccccc2F)N1c1ccccc1 (stereo unspecified)
→ 104 | 6 | 0 | 1 | 2 | -5 | 3.6 | 104 | 5
[32] CCOC(=O)c1ccc(NC(=S)N2CCN(C(=O)C3CCCO3)CC2)cc1 (stereo unspecified)
→ 97 | -5 | 10 | 2 | 0 | 6 | -1.2 | . | -3
[33] CN(C)S(=O)(=O)c1ccc(N2CCCC2)c(C(=O)NCc2ccc(Cl)cc2)c1
→ 98 | -7 | 1 | 4 | 2 | -4 | -2.6 | 91 | 10
[34] CC(C)C(=O)Nc1nc(-c2ccccc2)ns1
→ 81 | 0 | -2 | 3 | 0 | 0 | 1.3 | 71 | 7
[35] CCN(CC)S(=O)(=O)c1ccc(N2CCCC2)c(NC(=O)C2=COCCO2)c1
→ 111 | 1 | -1 | -5 | 0 | 1 | -2.4 | 111 | -3
[36] O=C(Nc1cccc(Cl)c1N1CCCC1)c1ccc([N+](=O)[O-])o1
→ 81 | 5 | -2 | -2 | 0 | 2 | . | 67 | 6
[37] CCOCCCNC(=O)C1CCN(C(=O)Nc2ccc(C)cc2)CC1
→ 110 | -67 | -1 | -2 | 3 | -1 | -0.2 | 113 | -4
[38] O=C(CN1C(=O)c2ccccc2C1=O)Nc1ccc(N2CCOCC2)cc1
→ 107 | 5 | -2 | 7 | 0 | -4 | -0.9 | 103 | 0
[39] CCCCN(C(=O)c1ccc(S(=O)(=O)N2CCCC2)cc1)C1CCS(=O)(=O)C1 (stereo unspecified)
→ 106 | -1 | 6 | 4 | 0 | -1 | -1.3 | 103 | 6
[40] c1nc(N2CCN(Cc3ccc4c(c3)OCO4)CC2)c2[nH]cnc2n1
→ 101 | 1 | 1 | 3 | 1 | 0 | -2.6 | 98 | -2
[41] CC(C)N(C(=O)C(F)(F)F)C(C(=O)NC1CCCCC1)c1ccncc1 (stereo unspecified)
→ 93 | 3 | 5 | 1 | 0 | -1 | -0.4 | 92 | 21
[42] CC(OC(=O)c1cc[n+]([O-])cc1)C(=O)Nc1ccc(C(N)=O)cc1 (stereo unspecified)
→ 95 | 7 | -18 | -9 | 1 | . | . | 91 | 8
[43] Cc1ccccc1NC(=O)Nc1ccc2c(c1)OCO2
→ 110 | 10 | 1 | 2 | 2 | 0 | 2.9 | 108 | 3
[44] COc1ccc(OC)c(-c2csc(-c3cccs3)n2)c1
→ 97 | -7 | -4 | -3 | 2 | -2 | -3.2 | 95 | 1
[45] CCCn1c(=O)c(C(=O)Nc2ccccc2C)c(O)c2ccccc21
→ 93 | -5 | -4 | 0 | 0 | -1 | 1.3 | 105 | 4
[46] COc1ccc(Cl)cc1NC(=O)COC(=O)CNC(=O)c1ccc([N+](=O)[O-])c(C)c1
→ 100 | -7 | -8 | -3 | 3 | -3 | 1.1 | 101 | 10
[47] Cc1cc(-c2nnc3n2CCCCC3)c(C)n1-c1ccccc1
→ 93 | 2 | 11 | 2 | 0 | 0 | -0.9 | 98 | -33
[48] Cc1ccc(-c2[nH]c(-c3ccc(C(=O)O)cc3)nc2-c2ccccc2)cc1
→ 97 | -9 | 10 | 9 | 3 | 3 | 2.3 | 112 | 13
[49] Cc1cc(Cl)ccc1OCc1nnc2n1CCCCC2
→ 98 | -8 | -3 | 1 | 1 | 4 | 1.1 | 98 | -14
[50] COc1cc(OC)cc(C(=O)NCC(=O)N2CCN(Cc3ccccc3)CC2)c1
→ 95 | -2 | . | . | 0 | . | . | 92 | -11
[51] COc1ccc(-n2c(C)c(C)c3c(NCCCO)ncnc32)cc1
→ 94 | . | . | . | 5 | . | 0.5 | 99 | 6
[52] COc1ccc2c(c1)c(=O)c(C(=O)c1ccccc1)cn2Cc1ccc(C)cc1
→ 101 | 4 | -4 | -3 | 2 | -2 | 1.3 | 91 | 19
[53] COc1ccc(CCn2c(N)c(S(=O)(=O)c3cccs3)c3nc4ccccc4nc32)cc1OC
→ 102 | -8 | 0 | 8 | 26 | 1 | 1.2 | 103 | -1
[54] O=C(Nc1ccc(-c2csc(Nc3cccc(C(F)(F)F)c3)n2)cc1)c1cc([N+](=O)[O-])cc(C(F)(F)F)c1
→ 105 | -2 | 5 | 4 | 0 | 41* | 0.4 | 101 | 32
[55] N#C/C(=C\c1cn(Cc2ccccc2)c2ccccc12)C(=O)NCc1ccco1
→ 90 | 2 | -7 | -4 | 0 | 2 | -9.8 | 88 | 23
[56] CCOc1ccccc1C(=O)NCC(=O)NCc1ccc(S(=O)(=O)N2CCOCC2)cc1
→ 98 | -2 | 9 | -2 | 5 | . | . | 102 | -17
[57] CN(C)c1ccc(C=NCCC2(O)CCOC(C)(C)C2)cc1 (stereo unspecified)
→ 105 | 4 | 1 | -2 | 0 | 7 | -0.7 | 99 | -21
[58] CN(C(=O)CS(=O)(=O)c1cccc(Cl)c1)c1ccccc1
→ 93 | 8 | 3 | 2 | 4 | -2 | -0.3 | 93 | 3
[59] Cc1cc(N2CCN(C)CC2)nc2ccc(NC(=S)N3CCN(c4cccc(Cl)c4)CC3)cc12
→ 99 | -6 | 1 | 0 | 0 | 2 | 2.5 | 97 | 5
[60] C/C(=N\NC(=O)c1cccc([N+](=O)[O-])c1)c1cccnc1
→ 90 | 7 | 6 | 4 | 1 | 1 | 1.0 | 97 | -1
[61] Cn1c(=O)c2c(nc(NCc3ccccc3)n2CCCc2ccccc2)n(C)c1=O
→ 93 | -8 | 0 | 2 | 0 | 7 | -0.4 | 98 | -9
[62] Cc1cccc(C(=O)N[C@@H]2c3ccccc3C[C@@H]2O)n1
→ 97 | 3 | 2 | 0 | 3 | 3 | -1.2 | 96 | 8
[63] CCn1cc(/C=C/c2cc[n+](C)cc2)c2ccccc21
→ 105 | 66* | 23 | 41* | 0 | -10 | ? | 144 | i

From PubChem
